TAAR1 agonist: agonists of human TAAR1; Q96RJ0; CHO RD-HGA16 TAAR1, Fluo-8 calcium fluorescence; vehicle wells 0%, saturating PEA agonist 100%; activation, % at 3 µM; 0.99% of 360,000 active; AID 624467;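 active = activation above the mean activation of all test compounds in the run plus 3 SD, cut at about 38% in these data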
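Assay system: CHO-derived RD-HGA16 cells with stable Gα16 and human TAAR1; timing: 17-24 h seeding, 75 min 37 °C dye, 30 min RT; read-out: % activation from peak over basal fluorescence ratio, DMSO-to-PEA scaled; measured by: kinetic Fluo-8 calcium fluorescence; benchmarks: low control DMSO, high control PEA (EC100); doses: 3 µM single concentration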
OXTR potentiate: human OXTR potentiation. P30559. CHO-OTR cells, Fluo-8 calcium fluorescence, potentiator mode; 0% = oxytocin EC15, 100% = EC100. 0.061% of 320,000 active. activation, % at 3 µM. AID 2445;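 active = activation above that plate's cutoff, the mean activation of tested compounds plus 3 SD, cut at about 6.6% in these data, passing the limit was not always enough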;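 note: 100% uses oxytocin at 75 nM as the full agonist control; some results filed as inactive read as strong as hits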
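Replication – single well per compound, singlicate · Assay system – CHO cell line stably expressing human OTR · Timing – 6 min pre-incubation, 100 s read · Measure – normalized max/min fluorescence ratio, % activation · Doses – 3.0 µM, one dose · Detection – Fluo-8 calcium dye fluorescence · Probe or stimulus – oxytocin near EC15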
V1R ag counter: counter-screen for oxytocin receptor agonists: human V1a receptor agonists. AID 2797. activation, % at 3 µM. 0.25% of 320,000 active. CHO-V1R cells, Fluo-8 calcium fluorescence, agonist mode; 0% DMSO, 100% 3 nM vasopressin;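 active = activation above the mean activation of all tested compounds plus 3 SD, per screening run, cut at about 20% in these data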;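 note: signal is peak over basal fluorescence ratio across a 100 second FLIPR read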
Target sequence (P37288 whole entry, looked up): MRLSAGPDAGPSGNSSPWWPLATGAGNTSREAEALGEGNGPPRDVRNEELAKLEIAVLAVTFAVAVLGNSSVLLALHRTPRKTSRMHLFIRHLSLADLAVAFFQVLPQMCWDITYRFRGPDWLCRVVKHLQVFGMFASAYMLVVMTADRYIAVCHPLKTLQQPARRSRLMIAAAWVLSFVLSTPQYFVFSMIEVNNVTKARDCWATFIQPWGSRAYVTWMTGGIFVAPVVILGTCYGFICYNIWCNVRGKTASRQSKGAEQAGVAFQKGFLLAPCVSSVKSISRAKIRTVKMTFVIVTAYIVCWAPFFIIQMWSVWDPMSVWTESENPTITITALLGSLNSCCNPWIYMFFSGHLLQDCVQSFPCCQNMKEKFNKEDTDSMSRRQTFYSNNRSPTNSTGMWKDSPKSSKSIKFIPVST
OXTR ag: activates the human oxytocin receptor; CHO-OTR cells, Fluo-8 calcium fluorescence; normalized: DMSO 0%, oxytocin 100%; P30559; 0.32% of 320,000 active; activation, % at 3 µM; AID 2435;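 active = activation above the mean of all tested compounds plus 3 SD, cutoff set per screening run, cut at about 20% in these data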;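 note: peak over basal fluorescence ratio from a 100 s FLIPR kinetic read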
CHRM1 agonist: agonists of human M1 muscarinic receptor; P11229; CHO-K1 hM1, Fluo-8 calcium fluorescence, agonist mode; 0% DMSO, 100% acetylcholine EC100; activation, % at 3 µM; 0.33% of 360,000 active;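 active = activation above the run's mean compound activation plus 3 SD, cut at about 16% in these data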;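 note: peak over basal fluorescence ratio within a 140 s kinetic read after compound addition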
Target sequence (P11229 whole entry, looked up): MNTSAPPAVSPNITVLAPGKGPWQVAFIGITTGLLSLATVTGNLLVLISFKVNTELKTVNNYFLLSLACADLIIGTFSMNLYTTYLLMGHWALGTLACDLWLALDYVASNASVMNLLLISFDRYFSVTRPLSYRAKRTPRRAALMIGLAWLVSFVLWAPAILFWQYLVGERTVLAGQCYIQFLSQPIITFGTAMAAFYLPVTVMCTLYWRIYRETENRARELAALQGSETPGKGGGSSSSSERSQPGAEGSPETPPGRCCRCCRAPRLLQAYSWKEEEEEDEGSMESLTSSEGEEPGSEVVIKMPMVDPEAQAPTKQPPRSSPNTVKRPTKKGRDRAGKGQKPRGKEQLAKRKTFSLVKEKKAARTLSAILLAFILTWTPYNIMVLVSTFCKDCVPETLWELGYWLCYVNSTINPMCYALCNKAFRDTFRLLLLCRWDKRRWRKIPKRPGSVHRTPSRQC
CHRM1 PAM: potentiates human M1 receptor response to acetylcholine | P11229 | 0.088% of 360,000 active | activation, % at 3 µM | CHO-K1 hM1, Fluo-8 calcium fluorescence, ACh EC20; 0% = ACh EC20, 100% = maximal ACh | AID 588819; in the data active = activation above about 19%, passing the limit was not always enough
M1 antag: blocks human M1 muscarinic receptor; P11229; CHO-K1 hM1, Fluo-8 calcium fluorescence, ACh EC80 antagonist; inhibition, % at 3 µM; 1.3% of 360,000 active; AID 588852;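 active = percent inhibition above its own plate's cutoff, namely the mean of that plate's compound wells plus 3 SD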;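 note: peak over basal fluorescence ratio during 140 s after agonist addition; 0% = ACh EC80 plus DMSO and 100% = DMSO alone without agonist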
CHO parental Ca: signal in parental CHO cells, OX1R antagonist counter-screen; parental CHO-K1, ATP-induced calcium, Fluo-8 fluorescence; inhibition, % at 5.6 µM; 0.63% of 330,000 active;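 active = inhibition above that plate's mean sample inhibition plus 3 SD, cut at about 26% in these data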;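 note: 0% = ATP-challenged DMSO wells and 100% = DMSO wells without ATP; some compounds past the cut are filed as inactive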
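Test system: parental CHO cells; detection: calcium-sensitive Fluo-8 fluorescence; evaluation: percent inhibition of calcium signal; also added: ATP as calcium-mobilizing challenge; repeats: one well per compound; control set: ATP-challenged DMSO wells low, unchallenged DMSO wells high; compound: single nominal dose of 5.6 µM per compound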
TAAR1 antag: antagonists of human TAAR1; 1.5% of 360,000 active; inhibition, % at 3 µM; AID 624466; CHO RD-HGA16 TAAR1, Fluo-8 calcium fluorescence, antagonist;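 active = inhibition above a per-plate cutoff, the mean inhibition of test compounds on that plate plus 3 SD, cut at about 49% in these data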;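 note: 0% = DMSO plus EC80 beta-PEA response and 100% = DMSO alone without agonist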
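test system = CHO RD-HGA16 cells bearing hTAAR1 | replication = singlicate | controls = DMSO-only wells and EC80 β-PEA-stimulated wells | reagent = EC80 β-phenethylamine stimulus | read-out basis = percent inhibition of PEA-evoked calcium signal, max/basal emission ratio | schedule = seeding 17-24 h prior, 75-min 37 °C, 30-min RT dye loading | signal = kinetic Fluo-8 calcium fluorescence measurement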
* = called active by the depositor; nt = not tested or not shown.

#1 O=C(Nc1ccc(Cl)cc1C(F)(F)F)c1ccccc1Cl
#2 O=C(NC1CC1)C1CCN(S(=O)(=O)c2cc([N+](=O)[O-])ccc2Cl)CC1
#3 O=C(CS(=O)(=O)Cc1ccccc1)Nc1ccc(S(=O)(=O)N2CCOCC2)cc1
#4 CC[n+]1c(C)sc2sc3ccccc3c21
#5 Nc1ccc(O)c2c1C(=O)c1ccccc1C2=O
assay / entry	1	2	3	4	5
TAAR1 agonist	-1	7	7	nt	1
OXTR potentiate	-4	2	-5	-4	1
V1R ag counter	-1.7	0.3	0.4	7.5	-1.0
OXTR ag	-3.7	0.4	1.5	3.6	-1.9
CHRM1 agonist	-4	-8	-7	nt	-4
CHRM1 PAM	-6	1	2	nt	10
M1 antag	-3	1	-5	nt	-13
CHO parental Ca	-18	-12	-13	-7	-5
TAAR1 antag	-3	6	16	nt	0

#6 COc1ccc(/C=N\NC(=S)SCN2C(=O)C3CCC(C)(C2=O)C3(C)C)cc1 (stereo not given)
#7 O=C(Cc1coc2cc3c(cc12)CCC3)OCc1cc(=O)n2c(n1)sc1ccccc12
#8 CCOc1ccc2c(=O)c(Oc3ccccc3)c(C)oc2c1
#9 CC(=O)N(Cc1c(C)nn(-c2ccccc2)c1Cl)c1ccc(Cl)cc1
#10 O=C(NCc1ccncc1)C(=O)N/N=C/c1cccnc1
assay / entry	6	7	8	9	10
TAAR1 agonist	10	2	0	-3	2
OXTR potentiate	-11	-11	-21	-31	2
V1R ag counter	0.5	0.3	-0.5	-1.3	-0.5
OXTR ag	-2.3	-1.8	-2.1	-2.8	-1.7
CHRM1 agonist	-4	-4	-3	-4	-6
CHRM1 PAM	5	1	-1	3	17
M1 antag	-26	-3	8	-13	-20
CHO parental Ca	-20	-13	-11	-26	-8
TAAR1 antag	24	-4	-37	6	-28

#11 CC(=O)C1=C(O)C(=O)N(Cc2ccccc2)C1c1ccccc1F (stereo not given)
#12 Clc1cc(NC2CCCCC2)ncn1
#13 COC(=O)c1cc(-c2ccccc2)sc1N
#14 O=C(COc1ccccc1)Nc1nc2cc3c(cc2s1)OCCO3
#15 CCOC(=O)c1cc2sccc2n1CC(=O)C(C)(C)C
assay / entry	11	12	13	14	15
TAAR1 agonist	12	10	18	0	-1
OXTR potentiate	-8	-3	-5	-6	-6
V1R ag counter	0.3	1.2	0.3	0.4	-2.0
OXTR ag	5.5	0.5	-0.5	0.1	-1.1
CHRM1 agonist	-3	-5	1	0	-7
CHRM1 PAM	3	-4	14	-5	10
M1 antag	0	6	-34	15	-11
CHO parental Ca	10	-14	-4	5	-10
TAAR1 antag	-6	-13	2	6	-11

#16 O=C(CCCOc1ccc(Cl)cc1Cl)Nc1ccccn1
#17 CCOc1cc(/C=N/Nc2ccc(C(=O)O)cc2)ccc1OC(=O)c1ccccc1C
#18 CCCc1cc(=O)[nH]c(SCC(=O)NC2CCCc3ccccc32)n1 (stereo not given)
#19 COC(=O)C1CCN(C(=O)c2ccc3nccnc3c2)CC1
#20 O=C(N1CCCCCC1)N1CCN(S(=O)(=O)N2CCOCC2)CC1
assay / entry	16	17	18	19	20
TAAR1 agonist	9	20	0	1	3
OXTR potentiate	-3	-8	5	nt	-7
V1R ag counter	-0.9	5.6	0.6	nt	0.5
OXTR ag	-1.7	8.7	-0.1	nt	-0.2
CHRM1 agonist	-11	0	-3	2	-2
CHRM1 PAM	-7	5	3	16	9
M1 antag	2	-8	-8	-15	-7
CHO parental Ca	-10	11	-14	nt	-3
TAAR1 antag	1	36	-23	7	-13

#21 Cc1ccccc1C(=O)N1CCN(c2ccc(NC(=O)c3ccc4c(c3)OCCO4)cc2)CC1
#22 Cc1cccc(C)c1-n1nnnc1S(=O)(=O)Cc1ccccc1Cl
#23 CCS(=O)(=O)Nc1cccc(C2=NN(S(=O)(=O)CC)C(c3ccccc3)C2)c1 (stereo not given)
#24 Cc1ccc(NC(=O)C(c2ccccc2)N2CCN(CC(=O)NC3CC3)CC2)cc1 (stereo not given)
#25 C=CCn1c(N2CCCC2)nc2c1c(=O)n(C)c(=O)n2C
assay / entry	21	22	23	24	25
TAAR1 agonist	19	-1	5	1	2
OXTR potentiate	-11	-9	-3	-2	nt
V1R ag counter	14	0.7	0.1	0.1	nt
OXTR ag	14	0.2	0.4	-0.4	nt
CHRM1 agonist	4	-4	-7	-3	-4
CHRM1 PAM	-16	-1	-10	5	9
M1 antag	18	-7	-9	-5	-18
CHO parental Ca	12	-6	1	-6	nt
TAAR1 antag	77*	15	-1	1	-10

#26 CCSC1=NCN(CCCC(=O)O)CN1
#27 Cc1ccc(CNC(=O)COC(=O)c2cccc(S(=O)(=O)N3CCCCC3)c2)cc1
#28 CCNC(=O)N1CCCC(C(=O)c2ccc(OC)c(OC)c2)C1 (stereo not given)
#29 CC1CCCC(NC(=O)c2ccc3c(c2)OCCO3)C1C (stereo not given)
#30 c1ccc(CNc2nc3ccccc3[nH]2)cc1
assay / entry	26	27	28	29	30
TAAR1 agonist	9	5	2	0	27
OXTR potentiate	-3	-10	-4	3	-5
V1R ag counter	1.3	5.2	-1.2	-0.2	0.8
OXTR ag	0.6	0.8	-0.1	-2.2	-0.9
CHRM1 agonist	-3	-2	-6	-5	-3
CHRM1 PAM	3	-3	10	2	-3
M1 antag	1	0	-17	4	-18
CHO parental Ca	-3	7	-11	-20	-9
TAAR1 antag	-1	31	-19	-25	0

#31 O=c1cc(N2CCOCC2)[nH]c(=O)n1Cc1ccc(F)cc1
#32 CN(c1ccccc1)c1ccc(/C=N/NC(=O)CC#N)cc1
#33 CCc1ccc(Nc2nnc(SCc3cc(=O)n4ccsc4n3)s2)cc1
#34 COC(=O)c1ccc(S(=O)(=O)N2C3CCC2CC(NC(=O)C2CC2)C3)cc1 (stereo not given)
#35 COCCN1Cc2cccc(C(=O)NCc3ccc4c(c3)OCO4)c2C1=O
assay / entry	31	32	33	34	35
TAAR1 agonist	4	-1	12	7	3
OXTR potentiate	2	-6	-8	-5	-1
V1R ag counter	-0.3	0.0	-0.9	0.4	1.3
OXTR ag	0.2	-0.8	-2.5	0.5	-0.1
CHRM1 agonist	-4	-9	-4	-4	-5
CHRM1 PAM	1	5	8	12	-1
M1 antag	-1	-12	2	-9	4
CHO parental Ca	-5	-18	-20	-5	-8
TAAR1 antag	-18	-15	19	6	-11

#36 CCn1cc(C(=O)N[C@@H](C)C(=O)NCCCn2ccnc2)c(=O)c2cc3c(cc21)OCO3
#37 CCOC(=O)C1CCCN(c2nc3ccccc3nc2C(C#N)C(=O)OC(C)COC)C1 (stereo not given)
#38 Cn1nc(C(C)(C)C)cc1C(=O)N1CCCCC1c1cc(C(=O)Nc2ccccc2)no1 (stereo not given)
#39 Cc1ccc(/C=N/NC(=O)c2ccc(Cn3cc([N+](=O)[O-])cn3)o2)cc1
#40 COCCNC(=O)c1nc2ccccc2s1
assay / entry	36	37	38	39	40
TAAR1 agonist	1	2	1	0	8
OXTR potentiate	-3	-1	nt	-4	-4
V1R ag counter	1.0	-0.7	nt	0.6	0.9
OXTR ag	0.9	-1.9	nt	1.8	-0.7
CHRM1 agonist	-5	-5	-4	0	-5
CHRM1 PAM	-1	0	-6	-5	2
M1 antag	2	0	7	0	-2
CHO parental Ca	-7	-25	nt	-6	-4
TAAR1 antag	-31	20	12	-3	-2

#41 CC(C)N(Cc1ccccc1)C(=O)COC(=O)CCC(=O)c1ccc(F)cc1
#42 COc1ccc(C(=O)N[C@H](C(=O)Nc2ccc(S(=O)(=O)N3CCOCC3)cc2)C(C)C)cc1
#43 CC(=O)c1c(C)[nH]c(C(=O)NCc2ccc(Cl)cc2)c1C
#44 O=C(CCCCCN1C(=O)c2ccccc2C1=O)Nc1ccc(C(=O)O)cc1
#45 COc1ccccc1CC(=O)Nc1nc(-c2ccc(F)c(F)c2)cs1
assay / entry	41	42	43	44	45
TAAR1 agonist	4	-1	5	0	-1
OXTR potentiate	-5	-1	nt	-10	-9
V1R ag counter	2.3	-0.3	nt	1.3	2.9
OXTR ag	0.4	1.1	nt	0.2	0.0
CHRM1 agonist	-3	-5	7	-1	-6
CHRM1 PAM	9	7	21	-8	-14
M1 antag	-6	-12	-21	9	10
CHO parental Ca	-12	-24	nt	4	-12
TAAR1 antag	-6	-13	-2	-18	51*

#46 O=C(CN1CCCCC1)N1c2ccccc2CCc2ccccc21
#47 COc1ccc(Cn2c(=S)[nH]c3ccsc3c2=O)cc1
#48 COc1ccc(-c2nnc3ccc(SCC(=O)NCC4CCCO4)nn23)cc1 (stereo not given)
#49 OC(CNCc1ccccc1)Cn1ccc2ccccc21 (stereo not given)
#50 CCn1c(COc2ccc3c(c2)OCO3)nnc1SCC(=O)c1ccc(Cl)cc1
assay / entry	46	47	48	49	50
TAAR1 agonist	12	4	nt	17	4
OXTR potentiate	-11	-17	-9	-9	-13
V1R ag counter	0.2	1.9	-0.9	1.8	3.6
OXTR ag	1.9	0.1	-0.7	2.5	3.6
CHRM1 agonist	-4	-1	-3	-3	4
CHRM1 PAM	-21	-9	-3	1	0
M1 antag	93*	13	-4	0	-9
CHO parental Ca	-8	-3	-8	-9	-11
TAAR1 antag	2	22	nt	-2	-12

From compound 46 up to 47, copied from above:
#46 O=C(CN1CCCCC1)N1c2ccccc2CCc2ccccc21
#47 COc1ccc(Cn2c(=S)[nH]c3ccsc3c2=O)cc1
assay / entry	46	47
TAAR1 agonist	12	4
OXTR potentiate	-11	-17
V1R ag counter	0.2	1.9
OXTR ag	1.9	0.1
CHRM1 agonist	-4	-1
CHRM1 PAM	-21	-9
M1 antag	93*	13
CHO parental Ca	-8	-3
TAAR1 antag	2	22

With a hit mark in M1 antag (from the list above):
| cpd | mol | CHRM1 agonist | CHRM1 PAM | M1 antag |
| --- | --- | --- | --- | --- |
| 46 | O=C(CN1CCCCC1)N1c2ccccc2CCc2ccccc21 | -4 | -21 | 93* |

Source: PubChem BioAssay (The Scripps Research Institute Molecular Screening Center)
